KCNQ1 block: inhibitors of human KCNQ1 potassium channel; P51787; CHO-K1 KCNQ1, FluxOR thallium flux fluorescence; hits give high values; B-score at 10 µM; 1.3% of 310,000 active; AID 2642;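 active means compounds whose thallium flux B-score, printed positive for inhibition, exceeds three library SD while starting fluorescence stays within three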;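 further: channel opened by potassium depolarization with thallium stimulus after 20 min compound exposure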
GSK3B inh: human GSK3beta kinase inhibition. AID 2097. 0.038% of 300,000 active. GST-GSK3beta kinase, ADP-Glo luminescence, 60 min; hits give low values. activity score (negative = inhibition), % at 10 µM;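 active means more than half of replicate wells score below -50%, meaning over 50% inhibition versus plate controls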;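 further: 0% = median DMSO wells and -100% = median GW8510 positive control wells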
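Test system – GST-tagged human GSK3beta kinase, cell-free · Incubation – 60 min enzyme reaction, room temperature · Signal – ADP-Glo luminescence · Also added – peptide substrate and ATP at 25 µM · Controls – DMSO neutral wells and GW8510 at 20 µM as positive · Buffer or medium – Tris/MgCl2 kinase buffer · Measure – Luminescence-derived activity versus plate DMSO and GW8510 wells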
RGS4 act: potentiators or activators of RGS4; HEK293 M3R/inducible RGS4, carbachol calcium flux Fluo4; hits give low values; B-score at 10 µM; 0.92% of 310,000 active; AID 463111;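 active means B-score of the integrated calcium signal more than 4 SD below the library mean, with starting fluorescence not abnormally high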;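 further: negative B-score means reduced calcium response which marks RGS4 activation or potentiation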
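test system = HEK293 cells with stable M3R and inducible RGS4 | schedule = recording 10 s baseline at 1 Hz, 100 s post-agonist | technique = Fluo4-AM (2 µM) calcium-flux fluorescence, kinetic read | measure = Agonist-evoked peak-minus-minimum fluorescence over baseline, integrated ratio, B score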
KCNQ1 act: potentiates or activates the human KCNQ1 potassium channel | B-score at 10 µM | 0.35% of 310,000 active | CHO-K1 KCNQ1, thallium flux FluxOR fluorescence; hits give high values | AID 2648;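 active means fluorescence ratio B-score, a plate-corrected score, at least three library SD, with initial intensity B-score within 5 SD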
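assay system = CHO-K1 cells stably expressing KCNQ1 | medium = assay buffer, equal DMSO in all wells | timing = 37 °C overnight plating, 90-min dark dye load, 20-min compound pretreatment | measured by = kinetic FluxOR thallium fluorescence, 10-s 1-Hz baseline, 110-s post-stimulus read | measure = fluorescence change relative to baseline, converted to B score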
KCNK3 inh: human KCNK3 channel inhibition, primary screen. CHO-KCNK3 thallium flux, FluxOR fluorescence; hits give low values. B-score at 10 µM. 0.84% of 340,000 active. O14649;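 active means B-score under library mean minus 4 SD, starting fluorescence ratio at most library mean plus 5 SD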;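 further: more negative B-score means stronger inhibition of thallium flux through KCNK3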
GSK3A inh: blocks human GSK-3 alpha kinase; ADP-Glo luminescence, 60 min; inhibition, % at 10 µM; 0.1% of 320,000 active;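 in the data active means inhibition above about 50%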;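 further: GST-tagged GSK-3 alpha with peptide substrate and 25 µM ATP; 0% = DMSO neutral wells and 100% = GW8510 positive control wells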
PolyA inh: inhibitors of polyadenylation in S. cerevisiae; S. cerevisiae SKY197-pL101 polyadenylation reporter, beta-gal luminescence; efflux-impaired pdr1/pdr3 knockout yeast; score 100 = 6 SD above DMSO; calls only at 12 µM; 0.02% of 300,000 active; AID 1875;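 active means lowest replicate activity score at least 50, where 100 means six control SD above control mean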;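 further: yeast exposed to compound for 9 h at 30 °C; higher score means more reporter readthrough which indicates perturbed polyadenylation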
hERG protect: shields human hERG channel from block by proarrhythmic agents; Q12809; CHO-hERG, FluxOR thallium flux, dofetilide IC70 present; activation (rescue from dofetilide block), less the hit threshold, % at 10 µM; 0.51% of 310,000 active; AID 1511;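 active means activation above the mean of controls blocked by dofetilide plus 5 SD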;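 further: thallium influx through hERG after potassium depolarization seen as dye fluorescence rise; in these data hits start at about 4.7%; inactives centre near -7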
Target sequence (Q12809 whole entry, looked up): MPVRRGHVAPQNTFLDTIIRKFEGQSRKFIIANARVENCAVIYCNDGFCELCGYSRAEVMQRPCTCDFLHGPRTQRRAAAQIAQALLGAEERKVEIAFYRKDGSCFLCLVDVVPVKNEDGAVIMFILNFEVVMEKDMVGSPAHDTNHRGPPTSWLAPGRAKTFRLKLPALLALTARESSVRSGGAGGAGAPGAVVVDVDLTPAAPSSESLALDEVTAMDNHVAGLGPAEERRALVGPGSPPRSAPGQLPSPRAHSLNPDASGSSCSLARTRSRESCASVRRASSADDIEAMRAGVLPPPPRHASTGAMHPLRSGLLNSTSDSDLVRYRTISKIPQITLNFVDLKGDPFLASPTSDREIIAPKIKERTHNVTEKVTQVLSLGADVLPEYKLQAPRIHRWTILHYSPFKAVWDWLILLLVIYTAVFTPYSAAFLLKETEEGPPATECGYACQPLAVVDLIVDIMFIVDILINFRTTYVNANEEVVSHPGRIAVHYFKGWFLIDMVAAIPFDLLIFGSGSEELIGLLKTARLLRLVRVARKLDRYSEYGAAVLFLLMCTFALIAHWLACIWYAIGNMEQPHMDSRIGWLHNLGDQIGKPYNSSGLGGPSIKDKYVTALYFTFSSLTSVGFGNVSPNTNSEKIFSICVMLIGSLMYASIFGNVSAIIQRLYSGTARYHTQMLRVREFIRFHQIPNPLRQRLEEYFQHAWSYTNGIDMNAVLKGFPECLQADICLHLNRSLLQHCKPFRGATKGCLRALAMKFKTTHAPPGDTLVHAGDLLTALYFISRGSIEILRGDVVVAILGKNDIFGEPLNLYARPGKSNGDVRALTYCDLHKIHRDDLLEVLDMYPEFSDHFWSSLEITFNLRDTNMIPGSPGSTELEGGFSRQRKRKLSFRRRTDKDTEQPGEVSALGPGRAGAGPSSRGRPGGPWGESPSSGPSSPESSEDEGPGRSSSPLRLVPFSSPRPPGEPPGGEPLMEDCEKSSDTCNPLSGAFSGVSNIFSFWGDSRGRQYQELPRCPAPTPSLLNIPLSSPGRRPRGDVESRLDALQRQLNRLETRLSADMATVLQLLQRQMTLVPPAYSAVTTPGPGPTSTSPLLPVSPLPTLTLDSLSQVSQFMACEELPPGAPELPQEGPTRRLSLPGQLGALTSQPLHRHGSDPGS
HDAC3 inh: human HDAC3 inhibition; inhibition, % at 8.3 µM; O15379; 0.15% of 320,000 active; recombinant HDAC3, fluorogenic peptide/trypsin coupled, fluorescence; AID 2718; in the data active means inhibition above about 26%, passing the limit was not always enough
DYRK1A inh: inhibitors of rat Dyrk1A kinase; Q63470; ADP-Glo luminescence, NFATc1 peptide; inhibition, % at 12.5 µM; 0.43% of 310,000 active; in the data active means inhibition above about 50%;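 further: plate controls were vehicle with enzyme for no effect and no enzyme for full effect; many of its hits are not listed in these tables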
KCNK9 inh: human KCNK9 channel inhibition; Q9NPC2; HEK293 KCNK9, FluxOR thallium flux fluorescence; hits give low values; B-score at 10 µM; 1.2% of 310,000 active; AID 488922;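 active means ratio B-score over 3 SD below the library mean, with starting fluorescence within 5 SD of its mean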;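 further: negative B-score means less thallium flux so channel inhibition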
The depositor's hits bear a star. The list is partial. The share of hits here may be higher or lower than overall.

For Cn1nnnc1SCC(=O)N1CCCCC1 the results were KCNQ1 block inactive, GSK3B inh -0.5, RGS4 act inactive, KCNQ1 act inactive, KCNK3 inh inactive, GSK3A inh -4.2, PolyA inh inactive, hERG protect -6.9, HDAC3 inh -1.6, DYRK1A inh -1.7 and KCNK9 inh inactive.
`COc1ccc(NC(=O)c2cccnc2N2CCCCC2)cc1` gave KCNQ1 block inactive, GSK3B inh -3.1, RGS4 act inactive, KCNQ1 act inactive, KCNK3 inh inactive, PolyA inh inactive, hERG protect -11.7, HDAC3 inh 5.2, DYRK1A inh 9.6 and KCNK9 inh inactive.
COc1ccc(C(C(=O)NC2CCCC2)N(Cc2cccnc2)C(=O)c2snc(C(N)=O)c2N)cc1 (centres undefined) was read as KCNQ1 block inactive, GSK3B inh -0.2, RGS4 act inactive, KCNQ1 act inactive, KCNK3 inh inactive, GSK3A inh -0.5, PolyA inh inactive, hERG protect -7.0, HDAC3 inh 0.9, DYRK1A inh 1.8 and KCNK9 inh inactive.
Screening CCCCCCC(C)OC(=O)c1ccccc1C(=O)O (centres undefined) returned KCNQ1 block inactive, GSK3B inh 2.9, RGS4 act inactive, KCNQ1 act inactive, KCNK3 inh inactive, GSK3A inh -2.3, PolyA inh inactive, hERG protect 2.5, HDAC3 inh -2.3, DYRK1A inh -6.6 and KCNK9 inh inactive.
Screening CCc1ccccc1NC(=O)C1CCCN1C(=O)NCc1ccccc1 (centres undefined) returned KCNQ1 block inactive, GSK3B inh -2.4, RGS4 act inactive, KCNQ1 act inactive, KCNK3 inh inactive, GSK3A inh -2.1, PolyA inh inactive, hERG protect -3.7, HDAC3 inh 1.1, DYRK1A inh 2.9 and KCNK9 inh inactive.
For CC(=O)N1CCOc2ccc(S(=O)(=O)N3CCN(c4cccc(C(F)(F)F)c4)CC3)cc21 the results were KCNQ1 block inactive, GSK3B inh 0.0, RGS4 act inactive, KCNQ1 act inactive, KCNK3 inh inactive, GSK3A inh 0.4, PolyA inh inactive, hERG protect -7.3, HDAC3 inh 4.4, DYRK1A inh -2.3 and KCNK9 inh inactive.
For COC(=O)c1cc(C(=O)OC)n(Cc2ccc(F)cc2)c1C the results were KCNQ1 block inactive, GSK3B inh -0.2, RGS4 act inactive, KCNQ1 act inactive, KCNK3 inh inactive, GSK3A inh -1.7, PolyA inh inactive, hERG protect -13.8, HDAC3 inh 5.0, DYRK1A inh -3.8 and KCNK9 inh inactive.
For O=C(OCc1nc2ccccc2s1)c1cccs1 the results were KCNQ1 block inactive, GSK3B inh 0.3, RGS4 act inactive, KCNQ1 act inactive, KCNK3 inh inactive, GSK3A inh -3.8, PolyA inh inactive, hERG protect -6.6, HDAC3 inh 1.2, DYRK1A inh 0.4 and KCNK9 inh inactive.
`CCc1nnc(NC(=O)c2ccc(N3C(=O)CCC3=O)cc2)s1` gave KCNQ1 block inactive, GSK3B inh 1.1, RGS4 act inactive, KCNQ1 act inactive, KCNK3 inh inactive, GSK3A inh -2.7, PolyA inh inactive, hERG protect -7.1, HDAC3 inh 2.6, DYRK1A inh 1.0 and KCNK9 inh inactive.
`O=C(/C=C/c1ccc2c(c1)OCO2)Nc1nncs1` gave KCNQ1 block inactive, GSK3B inh -3.3, RGS4 act inactive, KCNQ1 act inactive, KCNK3 inh inactive, GSK3A inh 2.1, PolyA inh inactive, hERG protect -2.7, HDAC3 inh -6.8 and KCNK9 inh inactive.
For CCNC(=S)N(CCCN(CC)CC)Cc1cc2cc3c(cc2[nH]c1=O)OCO3 the results were KCNQ1 block inactive, GSK3B inh 1.2, RGS4 act inactive, KCNQ1 act inactive, KCNK3 inh inactive, GSK3A inh 3.0, PolyA inh inactive, hERG protect -6.5, HDAC3 inh -14.0, DYRK1A inh 2.4 and KCNK9 inh inactive.
For CCCOc1ccc(C(=O)Nc2cc(-c3nn4c(C)nnc4s3)ccc2C)cc1 the results were KCNQ1 block inactive, GSK3B inh -0.3, RGS4 act inactive, KCNQ1 act inactive, KCNK3 inh inactive, GSK3A inh -2.6, PolyA inh inactive, hERG protect -9.2, HDAC3 inh 9.8, DYRK1A inh 8.3 and KCNK9 inh inactive.
Cc1cccc(C)c1-n1nnnc1-c1cnccc1C(F)(F)F was read as KCNQ1 block inactive, GSK3B inh 3.4, RGS4 act inactive, KCNQ1 act inactive, KCNK3 inh inactive, GSK3A inh 0.9, PolyA inh inactive, hERG protect -4.4, HDAC3 inh 3.2, DYRK1A inh 6.0 and KCNK9 inh inactive.
For O=c1c2ccccc2c(=O)n(-c2ccccc2)n1CCCCBr the results were KCNQ1 block inactive, GSK3B inh 0.0, RGS4 act inactive, KCNQ1 act inactive, KCNK3 inh inactive, GSK3A inh -0.4, PolyA inh inactive, hERG protect -16.7, HDAC3 inh 6.3 and KCNK9 inh inactive.
CCO[C@@H]1OC(C(N)=O)=C[C@H](c2ccc(C(F)(F)F)cc2)[C@H]1CCCO was read as KCNQ1 block inactive, GSK3B inh 2.1, RGS4 act inactive, KCNQ1 act inactive, KCNK3 inh inactive, GSK3A inh 0.5, PolyA inh inactive, hERG protect -10.2, HDAC3 inh 6.7, DYRK1A inh 2.0 and KCNK9 inh inactive.
`COc1ccc(/C=N/NC2=NS(=O)(=O)c3ccccc32)cc1OC` gave KCNQ1 block inactive, GSK3B inh -1.2, RGS4 act inactive, KCNQ1 act inactive, KCNK3 inh inactive, GSK3A inh -1.1, PolyA inh inactive, hERG protect -6.3, HDAC3 inh 4.6, DYRK1A inh -4.4 and KCNK9 inh inactive.
COc1ccc(NC(=O)CNC(=O)c2nn(-c3ccc(OC)cc3OC)c(=O)c3ccccc23)c(OC)c1 was read as KCNQ1 block inactive, GSK3B inh 2.3, RGS4 act inactive, KCNQ1 act inactive, KCNK3 inh inactive, GSK3A inh -1.6, PolyA inh inactive, hERG protect -5.1, HDAC3 inh -12.1, DYRK1A inh -8.7 and KCNK9 inh inactive.
For COC(=O)C[C@H]1c2cc(F)cc(F)c2S(=O)(=O)N1C1CCN(Cc2ccccc2)CC1 the results were KCNQ1 block inactive, GSK3B inh 0.8, RGS4 act inactive, KCNQ1 act inactive, KCNK3 inh inactive, GSK3A inh 2.2, PolyA inh inactive, hERG protect -6.0, HDAC3 inh -3.1, DYRK1A inh 0.6 and KCNK9 inh inactive.
CC1=C(C(=O)OCC(C)C)C(c2ccsc2)NC(=O)N1 (centres undefined) was read as KCNQ1 block inactive, GSK3B inh 1.7, RGS4 act inactive, KCNQ1 act inactive, KCNK3 inh inactive, GSK3A inh -0.8, PolyA inh inactive, hERG protect -10.3, HDAC3 inh -1.6, DYRK1A inh -3.2 and KCNK9 inh inactive.
Screening CCOC(=O)Nc1ccc(S(=O)(=O)NCCCN2CCOCC2)cc1 returned KCNQ1 block inactive, GSK3B inh 0.9, RGS4 act inactive, KCNQ1 act inactive, KCNK3 inh inactive, GSK3A inh -3.5, PolyA inh inactive, hERG protect -10.9, HDAC3 inh 5.0, DYRK1A inh -1.9 and KCNK9 inh inactive.
For COc1ccc(C2SCC(=O)N2C)cc1 (centres undefined) the results were KCNQ1 block inactive, GSK3B inh 4.1, RGS4 act inactive, KCNQ1 act inactive, KCNK3 inh inactive, GSK3A inh -0.2, PolyA inh inactive, hERG protect -5.8, HDAC3 inh 5.5, DYRK1A inh -5.3 and KCNK9 inh inactive.
Cc1cccc(C)c1N1CCc2cn[nH]c21 was read as KCNQ1 block inactive, GSK3B inh 2.0, RGS4 act inactive, KCNQ1 act inactive, KCNK3 inh inactive, GSK3A inh 0.2, PolyA inh inactive, hERG protect -7.1, HDAC3 inh 9.1, DYRK1A inh -5.3 and KCNK9 inh inactive.
For O=C(Nc1cccc(-n2cnnn2)c1)c1ccncc1 the results were KCNQ1 block inactive, GSK3B inh 0.3, RGS4 act inactive, KCNQ1 act inactive, KCNK3 inh inactive, GSK3A inh -2.6, PolyA inh inactive, hERG protect -5.4, HDAC3 inh -4.9, DYRK1A inh 5.8 and KCNK9 inh inactive.
CCn1c(Cc2cccc3ccccc23)nnc1SCC(=O)Nc1nccs1 was read as KCNQ1 block inactive, GSK3B inh 1.8, RGS4 act inactive, KCNQ1 act inactive, KCNK3 inh inactive, GSK3A inh 4.1, PolyA inh inactive, hERG protect -7.0, HDAC3 inh -3.5, DYRK1A inh -4.5 and KCNK9 inh inactive.
Screening CCOC(=O)C1CCCN(c2nc3c(C)cccn3c(=O)c2/C=C(\C#N)C(=O)NCc2ccco2)C1 (centres undefined) returned KCNQ1 block inactive, GSK3B inh -0.2, RGS4 act inactive, KCNQ1 act inactive, KCNK3 inh inactive, GSK3A inh 0.9, PolyA inh inactive, hERG protect -14.7, HDAC3 inh 1.2, DYRK1A inh 5.4 and KCNK9 inh inactive.
For O=C(O)c1ccc(NC(=O)C2(c3ccccc3)CCOCC2)cc1 the results were KCNQ1 block inactive, GSK3B inh 1.0, RGS4 act inactive, KCNQ1 act inactive, KCNK3 inh inactive, GSK3A inh 0.2, PolyA inh inactive, hERG protect -6.8, HDAC3 inh -8.2, DYRK1A inh 1.3 and KCNK9 inh inactive.
Screening COc1ccccc1NC(=S)NC12CN3CN(CN(C3)C1)C2 returned KCNQ1 block inactive, GSK3B inh 1.3, RGS4 act inactive, KCNQ1 act inactive, KCNK3 inh inactive, GSK3A inh -5.0, PolyA inh inactive, hERG protect -7.2, HDAC3 inh 1.2, DYRK1A inh -3.2 and KCNK9 inh inactive.
CCN(CC)C(=O)CSC1=Nc2ccccc2C2=NC(c3ccccc3)C(=O)N12 (centres undefined) was read as KCNQ1 block inactive, GSK3B inh 2.9, RGS4 act inactive, KCNQ1 act inactive, KCNK3 inh inactive, GSK3A inh -6.0, PolyA inh inactive, hERG protect -7.4, HDAC3 inh -7.2, DYRK1A inh 22.3 and KCNK9 inh inactive.

As a working copy, part of the list above.
For O=c1c2ccccc2c(=O)n(-c2ccccc2)n1CCCCBr the results were KCNQ1 block inactive, GSK3B inh 0.0, RGS4 act inactive, KCNQ1 act inactive, KCNK3 inh inactive, GSK3A inh -0.4, PolyA inh inactive, hERG protect -16.7, HDAC3 inh 6.3 and KCNK9 inh inactive.
CCO[C@@H]1OC(C(N)=O)=C[C@H](c2ccc(C(F)(F)F)cc2)[C@H]1CCCO was read as KCNQ1 block inactive, GSK3B inh 2.1, RGS4 act inactive, KCNQ1 act inactive, KCNK3 inh inactive, GSK3A inh 0.5, PolyA inh inactive, hERG protect -10.2, HDAC3 inh 6.7, DYRK1A inh 2.0 and KCNK9 inh inactive.

Screening results deposited in PubChem BioAssay by several laboratories.
